# Screening results (PubChem BioAssay)
# INS promoter inh: TRM-6 insulin promoter activity inhibition. TRM-6 cells (human fetal islet line), insulin promoter-eGFP reporter, imaging; reporter expression induced with tamoxifen. inhibition, % at 2 µM. AID 1273. 0.9% of 130,000 active;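 active means inhibition above the mean plus 3 SD, with well images judged a real hit on visual review, cut at about 60% in these data, passing the limit was not always enough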
# SDO1 yeast rescue: compounds rescuing growth of sdo1-depleted yeast, bone marrow failure model; z-score at 10 µM; S. cerevisiae sdo1-depleted JHY4D growth rescue, OD600 30 h; hits give high values; pdr5 snq2 efflux-pump mutant strain; 0.21% of 140,000 active;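 active means z-score above 3 at both the 24 hr and the 30 hr optical density reads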;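 further: z-score against mean and SD of all compound wells on the same plate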
# SDO1 yeast rescue Rescue 24 h: recorded beside SDO1 yeast rescue, whose call it bears; z-score; S. cerevisiae sdo1-depleted JHY4D growth rescue, OD600; measured here: growth rescue at 24 h;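 0 is the plate mean of compound wells and units are plate SD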
# The depositor's hits bear a star; . = no result given; [ ] = another dose, or the depositor's remark. This is a subset, so the mix of outcomes need not match the whole.
SMILES,INS promoter inh,SDO1 yeast rescue,SDO1 yeast rescue Rescue 24 h
COCCNC(=O)C(C)OC(=O)c1cc2sccc2n1C (stereo unspecified),29,0.73,-0.08
O=C(Nc1ccccc1)C1CCN(c2nccs2)CC1,-35,-0.44,-0.31
Cc1ccc(SC(C)C(=O)NC(N)=O)c(C)c1 (stereo unspecified),36,.,.
O=[N+]([O-])c1ccc(Oc2ccc(S(=O)(=O)N3CCCCC3)cc2)cc1,41,-1.3,-0.96
Cc1cc(N2CCOCC2)c2c(N)c(Br)cc(C)c2n1,.,0.66,0.42
CCOC(=O)CC1(C)NC(=O)c2c(C)sc(C(=O)OCC)c2N1 (stereo unspecified),-50,-0.18,0.09
CCc1ccc(S(=O)(=O)NCc2cn3cccc(C)c3n2)s1,0,0.84,0.8
Cc1cc(NC(=O)CCCC(=O)NCc2ccccc2)no1,-5,.,.
N#Cc1nc(-c2ccc(OCc3ccc(Cl)cc3)cc2)oc1NCCCn1ccnc1,54,-1.4,-0.53
CCOC(=O)c1c(NC(=O)CSc2ncn[nH]2)sc(C)c1C,-38,-0.92,-1.2
Cc1cccc(-c2nc(CS(=O)CC(=O)N3CCCCC3)c(C)o2)c1 (stereo unspecified),.,0.76,1.2
CCN(CC)c1cccc(OC2=NS(=O)(=O)c3ccccc32)c1,.,-0.81,-0.72
COCC(C)NC(=O)c1oc2c(c1C)C1(CCC2)SCCS1 (stereo unspecified),-43,-0.47,-0.14
COc1ccc(NC(=O)CCCN2C(=O)CCC2=O)cc1Cl,35,0.52,-0.16
O=C1OC(Nc2ccc3c(c2)OCO3)c2ccccc21 (stereo unspecified),10,-0.21,-0.36
CC(C)CCOc1ccc(-c2c(=O)n(OCc3ccc([N+](=O)[O-])cc3)c3ccccc3[n+]2[O-])cc1,10,-1.2,-1.1
Cc1nc(C(=O)Nc2cccc(Cl)c2Cl)nn1-c1cc(OC(C)C)c(Cl)cc1Cl,10,0.07,0.35
Cc1ccc(S(=O)(=O)N2CCN(S(=O)(=O)N3CCCCC3)CC2)c(C)c1,42,-1.5,-0.69
Cc1cccc(NC(=O)c2cnc3scc(C)n3c2=O)c1,.,-0.63,-0.64
COc1ccccc1C1CCCN1Cc1nc(-c2ccc(C)s2)oc1C (stereo unspecified),-221,.,.
Cc1ccc2c(Cl)c(C(=O)Nc3nn[nH]n3)sc2c1,-7,.,.
O=C(CNc1cccc2ccccc12)N/N=C/C(Br)=C/c1ccccc1,-63,-0.51,0.28
CCOC(=O)CSc1nc2c(c(=O)n1-c1ccc(OCC)cc1)SCC2,36,-1.8,-1.2
CCc1ccc2c(c1)cc(CN(C(=S)Nc1ccccc1C)C1CC1)c1nnnn12,.,-0.93,-0.09
COc1ccc(CCNC(=O)c2ccccc2NC(=O)c2ccco2)cc1OC,8,0.1,-0.13
COc1ccc(CCNC(=O)CN(c2ccc(OC)c(OC)c2)S(C)(=O)=O)cc1,.,-0.18,-0.66
O=C(Nc1cccc([N+](=O)[O-])c1)c1ccc(CN2CCOCC2)cc1,-6,-0.66,-0.48
O=C(COc1ccc2ccccc2c1Br)N1CCN(c2ccccn2)CC1,-22,-2.2,-1.1
CCOC(=O)c1c(-c2ccc(C)o2)csc1NC(=O)COC(=O)c1ccc(NC(N)=O)cc1,24,-1.2,0.61
c1ccc(CNc2ncnc3nc[nH]c23)nc1,.,0.46,0.44
c1ccc(CCNc2ncnc3scc(C4COc5ccccc5O4)c23)cc1 (stereo unspecified),-39,-0.78,-0.06
CCN(CC)C(=O)C(=O)N/N=C/c1ccc(C(=O)OC)cc1,-37,0.54,0.32
O=C(CSCc1cccc(Cl)c1)NCc1ccc2c(c1)OCO2,-33,-0.38,-0.02
CCOc1ccc(Cc2nc(C)c(CC(=O)N3CCCCC3)c(=O)[nH]2)cc1,.,0.59,1.1
Cc1ccc(C)c(NC(=O)Cc2nc(CCl)cs2)c1,20,0.05,-0.6
Cc1ccc(-n2c(C)cc(C(=O)CN3CCOCC3)c2C)cc1C,14,.,.
COc1ccc(N2C(=O)C(CC(=O)Nc3ccccc3)N(Cc3ccc(OC)c(OC)c3)C2=O)cc1 (stereo unspecified),-33,.,.
C=CCn1c(NS(=O)(=O)c2ccccc2)c(S(=O)(=O)c2ccc(C)cc2)c2nc3ccccc3nc21,22,0.77,0.19
Cc1cc(C)n(-c2nnc3n2N=C(c2c[nH]c4ccccc24)CS3)n1,31,-1.3,-1.8
CCOC(=O)C1=C(C)Nc2nc(=S)[nH]n2C1c1ccc(Cl)cc1 (stereo unspecified),37,0.37,0.36

# Given with the structure last: entries from further up
INS promoter inh	SDO1 yeast rescue	SDO1 yeast rescue Rescue 24 h	SMILES
.	0.59	1.1	CCOc1ccc(Cc2nc(C)c(CC(=O)N3CCCCC3)c(=O)[nH]2)cc1
20	0.05	-0.6	Cc1ccc(C)c(NC(=O)Cc2nc(CCl)cs2)c1
14	.	.	Cc1ccc(-n2c(C)cc(C(=O)CN3CCOCC3)c2C)cc1C
-33	.	.	COc1ccc(N2C(=O)C(CC(=O)Nc3ccccc3)N(Cc3ccc(OC)c(OC)c3)C2=O)cc1 (stereo unspecified)
22	0.77	0.19	C=CCn1c(NS(=O)(=O)c2ccccc2)c(S(=O)(=O)c2ccc(C)cc2)c2nc3ccccc3nc21
31	-1.3	-1.8	Cc1cc(C)n(-c2nnc3n2N=C(c2c[nH]c4ccccc24)CS3)n1
37	0.37	0.36	CCOC(=O)C1=C(C)Nc2nc(=S)[nH]n2C1c1ccc(Cl)cc1 (stereo unspecified)

# More entries:
SMILES,INS promoter inh,SDO1 yeast rescue,SDO1 yeast rescue Rescue 24 h
O=C(c1ccc(S(=O)(=O)N2CCOCC2)cc1)N(c1cccc(Cl)c1)C1C=CS(=O)(=O)C1 (stereo unspecified),-12,.,.
CCCCn1cc(SCC(=O)O)c2ccccc21,62,0.78,0.59
COc1nc(Nc2ccc([N+](=O)[O-])cc2)nc(NC(C)C)n1,-4,-1.4,-1.4
Cc1ccc2nc(SCC(=O)c3cc(C)n(C)c3C)[nH]c2c1,19,-2.6,-1.5
O=C(Nc1cc(C(F)(F)F)ccc1Cl)c1ccncc1,-122,.,.
O=C(Cn1cc2c(n1)CCCCC2)NCCCN1CCOCC1,.,0.45,-0.17
COC(=O)c1ccc(COC(=O)c2nn(C)c(=O)c3ccccc23)cc1,5,.,.
CCCCOC(=O)CSC1=C(C#N)C(c2ccccc2OC)C(C#N)C(=O)N1 (stereo unspecified),-31,-0.32,-0.78
COc1cccc(/C=N/NC(=O)c2ccc(CN3c4cccc5cccc(c45)S3(=O)=O)cc2)c1,-38,-0.34,0.64
CS(=O)(=O)N(CC(=O)N1CCN(c2ccc(F)cc2)CC1)c1ccc(F)c(Cl)c1,0,-0.35,-0.54
CCCS(=O)(=O)NCCc1cc2ccc(OC)cc2[nH]c1=O,40,0.46,0.29
Cc1ccc(S(=O)(=O)CCSC(=N)N)cc1,5,.,.
N#Cc1nc(-c2ccc(OCc3ccccc3Cl)cc2)oc1NCCCn1ccnc1,.,-2.2,-1.5
C=CCn1c(C)cc(C(=O)COC(=O)COc2ccccc2C#N)c1C,.,-2.6,-2.3
COCCN(C(=O)CSc1nnc(-c2ccccc2C)n1C)c1c(N)n(Cc2ccccc2)c(=O)[nH]c1=O,14,.,.
CCc1nnc(NS(=O)(=O)c2ccc(N/C=C\C(=O)c3ccc4ccccc4c3)cc2)s1,-11,-1.2,-0.98
CN(C(=O)CSc1nc2cc(C(=O)O)ccc2c(=O)n1Cc1ccccc1)C1CCS(=O)(=O)C1 (stereo unspecified),43,.,.
CCOC(=O)c1ccc2[nH]c(C)cc(=O)c2c1,.,-0.32,-0.26
OCCNC(=S)NC1CCCCC1,3,0.32,-0.38
CN(C(=O)COc1nnc(-c2cccs2)c(-c2cccs2)n1)c1ccccc1,-32,-1.2,-1.1

# Record cards, as listed above. Values in the order: INS promoter inh | SDO1 yeast rescue | SDO1 yeast rescue Rescue 24 h
# CN(C(=O)COc1nnc(-c2cccs2)c(-c2cccs2)n1)c1ccccc1 is listed as -32 | -1.2 | -1.1
# COCCN(C(=O)CSc1nnc(-c2ccccc2C)n1C)c1c(N)n(Cc2ccccc2)c(=O)[nH]c1=O is listed as 14 | . | .

# Continued:
SMILES,INS promoter inh,SDO1 yeast rescue,SDO1 yeast rescue Rescue 24 h
CC(=O)Cc1nsc(NC(=O)c2ccc(Br)o2)n1,-60,1.7,1.9
COc1ccc(CCNC(=O)CSc2nnc(CNC(=O)c3cccs3)o2)cc1OC,21,-0.51,-1.1
CCC(C)NCCCOc1cc(Cl)ccc1Cl (stereo unspecified),-46,0.48,0.63
C/C(=N\NC(=O)c1ccncc1)C12CC3CC(CC(C3)C1)C2,38,0.88,0.46
Cc1c(NC(=O)CSc2nc3ccccc3n2C)c(=O)n(-c2ccccc2)n1C,-7,0.88,0.05
Nc1sc(-c2ccccc2)c(Cc2ccccc2)c1C(=O)O,64,.,.
Clc1ccc(CCNc2ncnc3nc[nH]c23)cc1,.,0.28,0.2
N#CCCN(C(=O)COc1ccc(Cl)cc1Cl)c1ccccc1,-13,-1.2,-1.9
CCc1cccc(NC(=O)CN(c2ccc(OC)cc2)S(=O)(=O)c2c(C)n[nH]c2C)c1,.,0.22,-0.15
CC1CC2(NC(=O)NC2=O)C(C)CN1C (stereo unspecified),-249,0.4,-0.09
CCN1CCN(Cc2c(O)c(Cl)cc3c(C)cc(=O)oc23)CC1,.,1.5,0.66
O=C(CSc1ccccc1)N/N=C/c1ccccc1O,0,.,.
COc1ccc(Nc2ncnc3c2cnn3-c2ccccc2)cc1OC,.,-0.87,-1.4
COC(=O)C1CCN(Cc2cc(=O)oc3cc(OC)ccc23)CC1,.,0.62,0.58
CCCCN1C(=O)C2C3C=CC(C2C1=O)C1C2C(=O)N(CCCC)C(=O)C2C31 (stereo unspecified),.,-0.03,-0.43
COc1ccc(C(=O)c2sc3nc(C)cc(-c4cccs4)c3c2N)cc1OC,-103,-0.18,0.2
Cc1cc(C)c(NC(=O)CC(C)(C)C)c(Cl)c1,21,1.3,1.2
COC(=O)C(NC(C)=O)(Nc1nc2ccc(S(C)(=O)=O)cc2s1)C(F)(F)F (stereo unspecified),.,0.94,0.52
Cc1ccc(/C=N/c2sc3c(c2C#N)CCC3)o1,-18,0.24,-0.35
CCN1CCN(CC(=O)n2c3c(c4ccccc42)CC(C)CC3)CC1 (stereo unspecified),39,-0.22,-0.16
CCOC(=O)C1=C(C)N(c2ccc(C)c(C)c2)C(=O)/C1=C\c1ccco1,38,-1.6,-0.28
O=C(CSc1ccc2nnc(-c3ccncc3)n2n1)Nc1ccccc1F,.,0.44,-0.2
COc1ccc(C(=O)N/N=C/c2sc3ccccc3c2O)cc1,50,0.09,-0.94
COc1ccc(N2CCN(C(=O)COc3ccccc3)CC2)cc1,12,1.7,0.83
CCOc1ccc(N=Cc2c(C)[nH]n(-c3nc4ccccc4[nH]3)c2=O)cc1,.,-1,-1.4
CC(=O)Nc1ccc(Nc2ccc(N3C(=O)CCCC3=O)cc2[N+](=O)[O-])cc1,33,-0.07,-0.89
CC(=O)c1ccc(OCc2ccccc2)c(C)c1O,43,-0.54,-0.41
COc1ccc(N2CCN(S(=O)(=O)c3ccc4c(c3)CCCC4)CC2)c([N+](=O)[O-])c1,0,0.11,-0.24
O=C(NC1CCCCC1)C(c1ccccc1)N1CCCC1 (stereo unspecified),.,0.71,-0.22
CCOC(=O)c1cnc(-n2nc(C)cc2C)nc1N(CC)CC,31,-1,-0.31
Cc1nc(-c2ccccc2)cc(N2CCCC2)n1,-29,-0.56,-1
CNC(=O)c1nn(-c2ccc(Cl)cc2)ccc1=O,63,0.41,-0.01
CCCCN(CCCC)S(=O)(=O)c1ccc(NS(=O)(=O)c2ccc(NC(C)=O)cc2)cc1,4,0.89,0.47
COc1cc(/C=N/NC(=O)CNC(=O)c2ccc3c(c2)OCCO3)ccc1O,0,0.79[8.3 µM],0.54
Cc1ccc(S(=O)(=O)NC(=O)Nc2cc(C)ccc2F)cc1,-18,0.35,0.55
CCCn1nnnc1NC(=O)c1cc(Cl)ccc1Cl,.,0.33,-0.72
CCc1ccc(C(C(=O)NC2CCCCC2)N(C(=O)CNC(=O)c2ccco2)c2cccnc2)cc1 (stereo unspecified),-12,.,.
CC1CCc2c(sc3ncn(CCO)c(=O)c23)C1 (stereo unspecified),35,.,.
CN(C)S(=O)(=O)c1ccc2c(c1)nc(CCC(=O)NCc1ccc(Cl)cc1)n2C,26,.,.
Cc1ccc(C(CC(=O)O)C2CCOC(C)(C)C2)cc1 (stereo unspecified),-4,-0.01,-0.23
Cc1c(C(=O)OCC(=O)c2c(N)n(CC(C)C)c(=O)n(C)c2=O)oc2ccccc12,-52,-0.43,0.28
CCCCS(=O)(=O)c1sc2nc3c(cc2c1N)CCCC3,28,-1.4,-0.67
CCOC(=O)c1cc(C(C)(C)C)oc1CNC(=O)c1c(C)oc2c1CCCC2,-493,0.19,-0.16
Cc1cc(C)c2sc(N(CCCN(C)C)C(=O)c3ccc(Br)s3)nc2c1,-122,.,.
O=C(O)c1cnn(-c2ccccc2)c1-n1cccc1,.,0.31,-0.06
COCCCNC(=O)C1CCC(CNS(=O)(=O)c2ccc(OC)cc2)CC1 (stereo unspecified),41,.,.
CCCCCn1c(=O)[nH]c2cc(C(=O)NCCCN(C)Cc3ccccc3)ccc2c1=O,-28,.,.
COC(C(=O)NCc1ccccc1C)c1ccccc1 (stereo unspecified),-28,-0.46,-0.66
Cc1ccc2nc3c(cc(C(=O)NCC4CCCO4)c(=N)n3CCCOC(C)C)c(=O)n2c1 (stereo unspecified),12,-0.01,-0.04

# Just INS promoter inh and SDO1 yeast rescue Rescue 24 h, for 2 of the compounds above:
SMILES	INS promoter inh	SDO1 yeast rescue Rescue 24 h
c1ccc(CCNc2ncnc3scc(C4COc5ccccc5O4)c23)cc1 (stereo unspecified)	-39	-0.06
CCN(CC)C(=O)C(=O)N/N=C/c1ccc(C(=O)OC)cc1	-37	0.32
